Furin inh = human furin inhibitors, primary screen, biochemical, fluorescence intensity; 220,000 tested, 0.061% active; inhibition, % at 30 µM; purified furin, fluorogenic substrate cleavage; AID 463115, 2010; P09958; in the data active = inhibition above about 25%; note: inactives centre near -15
Cl transport mod = KCC2 cotransporter modulators, thallium flux, primary screen, cell-based, HEK293 KCC2, FluoZin-2 fluorescence, MLSMR | 190,000 tested, 2.2% active | B-score of Tl+ flux slope (higher = more flux/activation; lower = inhibition) at 10 µM | Solute carrier family 12 member 5 (Homo sapiens), Q9H2X9 | AID 1456, 2008 | KCC2 cells, thallium flux FluoZin-2 fluorescence;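 active = thallium flux slope and its plate-corrected score both differing from the plate sample mean at a set confidence after two filtering rounds, in either direction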;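 note: slope of fluorescence scaled to starting intensity during 10 to 20 s after thallium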
PERK inhibitor = block of dimerizer-induced PERK translation repression, primary screen, PERK inhibitor project, CHO PERK-DD cells, SEAP luminescence, HTS; Eukaryotic translation initiation factor 2-alpha kinase 3 (Homo sapiens), Q9NZJ5; CHO PERK-DD fusion, SEAP luminescence translation reporter; inhibition, % at 5.6 µM; 220,000 tested, 0.17% active; AID 1416, 2008;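 active = inhibition above the mean inhibition of all tested compounds plus 3 SD, set separately per screening campaign, cut at about 2.9% in these data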;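 note: PERK kinase domain activated by AP20187 dimerizer at 100 nM; 0% = DMSO with dimerizer and 100% = rapamycin at 8.4 µM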
p97 inhibitor = inhibitors of human p97 ATPase, primary screen, biochemical | Transitional endoplasmic reticulum ATPase (Homo sapiens), P55072 | recombinant p97 ATPase, Kinase-Glo ATP luminescence, 3 h | inhibition, % at 8 µM | 220,000 tested, 0.42% active | AID 1481, 2009; in the data active = inhibition above about 15%;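 note: 0% = DMSO vehicle and 100% = wells lacking enzyme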
Target sequence (P55072 whole entry, looked up): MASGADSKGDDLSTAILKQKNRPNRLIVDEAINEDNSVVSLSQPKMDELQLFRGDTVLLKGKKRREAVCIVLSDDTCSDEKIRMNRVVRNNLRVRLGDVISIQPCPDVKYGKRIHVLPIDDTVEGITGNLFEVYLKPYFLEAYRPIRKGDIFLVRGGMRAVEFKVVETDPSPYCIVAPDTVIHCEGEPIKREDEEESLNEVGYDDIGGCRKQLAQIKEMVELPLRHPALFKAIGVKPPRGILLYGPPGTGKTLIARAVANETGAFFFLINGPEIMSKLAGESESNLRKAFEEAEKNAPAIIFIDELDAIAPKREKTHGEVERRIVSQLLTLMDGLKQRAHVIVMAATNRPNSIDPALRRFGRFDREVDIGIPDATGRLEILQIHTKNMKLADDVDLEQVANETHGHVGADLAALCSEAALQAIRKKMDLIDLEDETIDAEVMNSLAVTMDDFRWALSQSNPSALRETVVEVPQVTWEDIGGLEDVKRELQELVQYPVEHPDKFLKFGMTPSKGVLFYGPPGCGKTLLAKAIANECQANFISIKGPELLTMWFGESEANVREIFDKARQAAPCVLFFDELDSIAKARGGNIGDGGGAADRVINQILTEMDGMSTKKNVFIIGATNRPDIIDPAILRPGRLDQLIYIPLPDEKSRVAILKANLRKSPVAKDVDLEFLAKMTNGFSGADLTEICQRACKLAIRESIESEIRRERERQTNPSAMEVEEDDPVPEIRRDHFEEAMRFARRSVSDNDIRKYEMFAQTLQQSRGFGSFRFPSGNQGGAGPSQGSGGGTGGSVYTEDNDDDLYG
FXIa inh 1536 = human FXIa protease inhibitors, primary screen, biochemical, 1536-well. Coagulation factor XI (Homo sapiens), P03951. purified FXIa, Boc-Glu-Ala-Arg-AMC fluorogenic substrate. inhibition, % at 5 µM. 220,000 tested, 0.14% active. AID 798, 2007;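 active = inhibition of at least 40%; inactive = inhibition below 40%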;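 note: fluorescence of freed AMC excited at 355 nm; 0% = enzyme without compound and 100% = no enzyme blank; many of its hits are not listed in these tables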
KLK5 inh = human KLK5 protease inhibitors, primary screen, biochemical, 1536-well; Kallikrein-5 (Homo sapiens), Q9Y337; recombinant hK5, fluorogenic AMC substrate cleavage; inhibition, % at 5 µM; 210,000 tested, 0.59% active;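 active = inhibition of 40% or more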;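 note: 0% = enzyme controls without compound and 100% = no-enzyme blanks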
Target sequence (Q9Y337 67-293 limits assumed): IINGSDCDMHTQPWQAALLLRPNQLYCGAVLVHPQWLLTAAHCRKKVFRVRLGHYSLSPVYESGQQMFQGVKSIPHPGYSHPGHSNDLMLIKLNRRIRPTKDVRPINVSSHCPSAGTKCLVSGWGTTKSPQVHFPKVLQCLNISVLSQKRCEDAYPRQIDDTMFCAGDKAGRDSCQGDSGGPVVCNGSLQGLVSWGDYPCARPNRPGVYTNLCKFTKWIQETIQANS
FXIIa inh = human FXIIa protease inhibitors, primary screen, biochemical, 1536-well; Coagulation factor XII (Homo sapiens), P00748; purified FXIIa, Boc-QGR-AMC fluorogenic substrate, 2 h; inhibition, % at 5 µM; 220,000 tested, 0.3% active; AID 800, 2007; in the data active = inhibition above about 40%;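 note: 0% = enzyme with no compound and 100% = blank without enzyme; many of its hits are not listed in these tables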
thrombin 1536 = human alpha-thrombin inhibitors, primary screen, counter-screen for coagulation protease inhibitor project, biochemical, 1536-well, fluorogenic AMC substrate | Prothrombin (Homo sapiens), P00734 | Boc-VPR-AMC fluorogenic substrate cleavage | inhibition, % at 5 µM | 220,000 tested, 0.26% active | AID 1046, 2008;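 active = inhibition at or above 40%; inactive = inhibition below 40%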;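 note: 0% = enzyme with no compound and 100% = wells without enzyme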
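Material: human alpha-thrombin enzyme / Medium: pH 7.5 Tris (50 mM) with NaCl 150 mM, Tween 20 0.05% / Compound: single-point dosing at 5 µM, 0.2% DMSO / Incubation: enzyme reaction carried out at room temperature / Detection: AMC fluorescence, 355/460 nm / Read-out basis: percent inhibition scaled between no-compound controls and no-enzyme blanks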
Wee1 stabilizer = Wee1 degradation inhibitors, primary screen, cell-based, HeLa, Wee1K328M-luciferase, luminescence; AID 1321, 2008; reporter increase, % at 5 µM; Wee1-like protein kinase (Homo sapiens), P30291; HeLa Luc-Wee1K328M stability; 100% = proteasome inhibitor MG132 effect; 220,000 tested, 1.2% active;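 active = activation above the mean of all tested compounds plus 3 SD, set per screening run, cut at about 8.8% in these data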;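 note: cells exposed to compound for 20 h before luminescence read; 0% = DMSO alone and 100% = MG132 at 30 µM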
* hit, by the source's call; · = not tested or not shown; [ ] = dose if it differs, or a comment.

SMILES | Furin inh | Cl transport mod | PERK inhibitor | p97 inhibitor | FXIa inh 1536 | KLK5 inh | FXIIa inh | thrombin 1536 | Wee1 stabilizer
COc1ccccc1N1CCN(C2CC(=O)N(C)C2=O)CC1 (centres undefined) | -12 | 0.71 | 0.4 | 1 | -6 | -6 | 10 | -9 | 2
CC(Cn1cnc2ccccc21)C(=O)O (centres undefined) | -21[20 µM] | 0.099 | 0.6 | 3 | 6 | -10 | 11 | 3 | -2
Cc1c(C(N)=O)c(N)c(C(=O)c2ccccc2)n1-c1ccccc1 | 1 | -0.54 | 0.2 | 9 | 4 | -9 | 17 | -2 | -2
Cc1cc(C(=O)Nc2ccc(N3CCOCC3)cc2)c2ccccc2n1 | -17 | · | -0.6 | 0 | 11 | 1 | 44* | 0 | 2
CN(C(=S)Nc1ccccc1F)C1(c2ccccc2Cl)CCCCC1=O (centres undefined) | -11[20 µM] | -0.41 | 0.3 | -4 | 1 | 5 | 8 | 3 | 1
COc1ccc(NS(=O)(=O)c2cccc(NC(=O)CCC(=O)c3ccc(Cl)cc3)c2)cc1 | -8 | 0.48 | 0.0 | 8 | 3 | -6 | 10 | -5 | -1
O=c1[nH]c(=S)[nH]c2c1C(c1cc([N+](=O)[O-])c(N3CCOCC3)cc1N1CCOCC1)O2 (centres undefined) | -3 | -0.06 | 1.2 | 5 | -2 | 5 | 12 | 5 | -2
CC(=O)c1cnc2cc(-c3cccc(Br)c3)nn2c1C | -24 | -0.19 | 0.8 | 8 | -1 | -3 | 3 | -9 | 3
CCCCCCCCCCn1ccc(=N)cc1 | -12 | 1.2 | -1.4 | -2 | 2 | 2 | 16 | 3 | -3
S=C(Nc1ccccc1)Nc1ccccc1Br | -20 | 1.5 | -0.8 | 6 | 4 | 1 | 8 | -1 | -1
Cc1cccc(NC(=O)c2ccccc2OCC(=O)c2ccc(F)cc2)c1 | -13 | 0.033 | 0.7 | 10 | 5 | -6 | 12 | 1 | 0
COc1ccc(Cn2nnc3c(=O)[nH]c(C4CCCN(C(=O)c5ccccc5)C4)nc32)cc1 (centres undefined) | -24 | -0.6 | 1.9 | 5 | 0 | -10 | 11 | -4 | -1
O=C(O)CCCNC(=O)OCc1ccccc1 | -22 | 0.86 | 1.3 | 2 | 2 | 1 | 10 | 0 | -3
O=[N+]([O-])c1ccccc1OCCCCN1CCCCC1 | -17[20 µM] | 0.28 | 0.4 | 2 | -1 | 5 | 12 | 0 | -1
O=C(CSc1ccccn1)Nc1cccc2ccccc12 | -17 | 0.23 | 1.7 | 0 | -2 | -3 | 11 | 3 | -1
CC(=O)NC(=O)NC1CSCC1OC(C)=O (centres undefined) | -18[20 µM] | · | 1.2 | 2 | 5 | -4 | 15 | 3 | 2
CC(=O)OC(C(=O)NC1CCCCC1)c1ccccc1F (centres undefined) | -35 | 0.69 | 0.3 | 5 | -1 | -1 | 3 | -6 | 0
O=C(CSc1ccc(-c2ccco2)nn1)NCc1ccc(F)cc1 | -17 | -1.1 | -0.1 | 6 | -2 | -7 | 7 | -1 | 4
O=C(/C=C/c1ccc(S(=O)(=O)N2CCOCC2)cc1)NCc1ccc(Cl)cc1 | -10 | 0.69 | -0.6 | -2 | -2 | -18 | 1 | 3 | -1
Cc1cc2cc(CNC(=O)c3cccs3)ccc2[nH]1 | -6 | · | 0.8 | 13 | 6 | -16 | 16 | 2 | 0
CCC/C=N/NC(=O)CNC(=O)c1ccccc1Cl | -19 | 0.8 | 0.2 | 2 | -2 | -3 | 0 | -10 | -1
Cc1cccn2c(=O)c(/C=C(\C#N)C(=O)NCc3ccco3)c(N3CCOCC3)nc12 | 2 | -0.15 | 0.6 | 7 | 6 | -4 | 6 | -4 | -2
Cc1noc(NS(=O)(=O)c2ccc(NC(=O)CCN3C(=O)c4ccccc4C3=O)cc2)c1C | -13 | -0.37 | 0.9 | 6 | 0 | -1 | 4 | · | -3
N/N=C1\CCCc2c1[nH]c1ccc([N+](=O)[O-])cc21 | 6 | 0.18 | 0.9 | 7 | -2 | 2 | 15 | 2 | -3
CCn1c(SCC(=O)c2cc(C)n(C)c2C)nnc1-c1ccccc1 | -18[20 µM] | 0.19 | -0.5 | 3 | -5 | -8 | 11 | -4 | 1
CN1CCN(S(=O)(=O)c2ccc(NC(=O)C3CCCO3)cc2)CC1 (centres undefined) | -16[20 µM] | 0.9 | 0.0 | 4 | -1 | -3 | -8 | 2 | 1
Cc1ccccc1CS(=O)(=O)c1cn(CC(=O)N2CCC(C)CC2)c2ccccc12 | -24 | 0.76 | -0.2 | 2 | 2 | 2 | 8 | -8 | 0
CCN(CC)CCCNC(=O)Cn1ccc2ccccc2c1=O | -21 | -0.086 | 0.4 | 4 | -2 | -6 | 1 | -6 | 1
COc1ccc(CCn2c(N)cc(=O)[nH]c2=S)cc1OC | -5[20 µM] | 1.1 | 0.8 | 3 | -9 | -5 | 10 | -1 | -3
CCCc1[nH]n(-c2ccc(F)cc2)c(=O)c1C=Nc1cccc(F)c1 | -13 | 1.4 | 0.7 | 4 | -1 | -5 | 9 | -5 | 2
O=C(Nc1ccc(N2CCCCC2)c(Cl)c1)c1ccc2c(c1)OCCO2 | -10[20 µM] | · | -1.1 | -7 | -7 | -15 | 3 | -5 | -1
O=C(NCC1CCCO1)c1cn(-c2ccccc2)nc1-c1ccccc1 (centres undefined) | -30 | 0.5 | 0.4 | 4 | 0 | -2 | 4 | -1 | 0
CC(c1cccnc1)N(CCN(C)C)C(=O)Nc1ccc(Cl)c(Cl)c1 (centres undefined) | -33 | -0.11 | 0.7 | -3 | · | · | · | · | 2
COC1(OC)C(/C=C/c2ccc(Cl)cc2)C(C#N)(C#N)C1(OC)OC (centres undefined) | -13[20 µM] | -0.039 | -0.4 | 7 | -1 | 3 | 9 | 0 | 0
c1coc(-c2ccnc3ncnn23)c1 | -42 | · | 1.1 | 2 | -4 | -14 | 1 | -8 | 0
CC(C)(C)n1nc2c(c1NC(=O)c1ccc(Br)cc1)CS(=O)C2 (centres undefined) | -5 | 0.095 | -0.2 | -6 | 3 | -3 | 14 | 2 | 0
O=C(Nc1ccc2c(c1)CCC2)c1cccs1 | -20 | · | -0.3 | -3 | -4 | -2 | 7 | -16 | 7
FC(F)Oc1ccc(-c2csc(Cc3nnc4n3CCCCC4)n2)cc1 | -7[20 µM] | -0.71 | -0.5 | -9 | 6 | 2 | 7 | -2 | 2
COc1ccc(-c2nc(O)c3cnccn23)cc1 | 2 | -0.098 | -0.9 | -1 | 0 | -1 | 4 | -4 | 0
CCOC(=O)C1CCN(C(=O)CN(c2ccc3c(c2)OCO3)S(C)(=O)=O)CC1 | -14[20 µM] | -0.65 | -0.1 | -3 | -1 | 1 | 0 | 1 | 1
OCC1OC(n2nnc3ccccc32)C(O)C(O)C1O (centres undefined) | -6 | -0.027 | 1.2 | -2 | -6 | -18 | 10 | -1 | -3
CC(=O)NS(=O)(=O)c1ccc(NC(=O)c2ccccn2)cc1 | -18 | 0.052 | -0.1 | -1 | 1 | 1 | 7 | -7 | 3
N#Cc1ccsc1NC(=O)CN1CCN(c2ccc(O)cc2)CC1 | -12 | 0.57 | 0.8 | 7 | 0 | -9 | 7 | -4 | -3
Cc1ccc(NC=C(S(=O)(=O)c2ccccc2)S(=O)(=O)c2ccccc2)c(C)c1 | -12 | -0.49 | 0.9 | 0 | -7 | -1 | 2 | -6 | 0
CCc1nc(SCC(=O)c2ccc(Cl)s2)c2oc3ccccc3c2n1 | -8[20 µM] | -0.038 | -0.6 | -5 | 3 | -5 | 8 | 3 | -2
COc1ccccc1CNC(=O)c1cc2c(s1)CS(=O)(=O)C2 | -22 | -0.33 | 0.0 | 3 | 4 | 1 | 19 | 2 | 1
COc1ccc2c(c1)C(C)CC(C)(C)N2C(=O)NC1CCCCC1 (centres undefined) | -3 | -0.65 | -0.4 | -4 | -10 | -6 | -1 | -4 | 1
CCN1CCN(c2ncnc3c2sc(=S)n3-c2ccccc2)CC1 | 11 | 0.14 | -0.9 | -9 | -3 | -6 | 3 | -10 | -1
NS(=O)(=O)c1ccc(N=C2C(=O)Nc3ccccc32)cc1 | -16 | 2.9 | -0.1 | 7 | 1 | 2 | 5 | -3 | 0
O=C(c1ccc(Cl)cc1Cl)C1(n2cncn2)Oc2ccccc2C1O (centres undefined) | -15 | -0.78 | 0.3 | 8 | -3 | -13 | 12 | -3 | -2
CC(C)(C)c1ccc(OCCNC(=O)c2ncn[nH]2)cc1 | -14[20 µM] | -0.69 | -0.1 | -2 | 7 | -55 | -4 | 0 | 2
Cc1ccc(/C=C/C(=O)N2CCC(Cc3ccccc3)CC2)cc1 | 2 | -3.4 | 0.3 | -2 | -3 | -27 | 6 | -6 | -1
COc1cc(S(=O)(=O)Nc2ccccn2)ccc1F | -26[20 µM] | · | 0.2 | 0 | 0 | -9 | 17 | 4 | -2
COc1ccc(NC(=O)N2CCC(CO)(CC3CCCCO3)CC2)c(OC)c1 (centres undefined) | -12 | 0.63 | -1.4 | -5 | -7 | -6 | -2 | -6 | -1
O=C(Nc1ccccc1F)c1cc2c(s1)-c1ccccc1S(=O)(=O)C2 | -15 | -0.4 | -2.1 | 3 | 0 | -1 | 2 | -2 | -1
CCCSC1=C(C#N)C(c2ccc(OC)cc2)C2=C(CC(C)(C)CC2=O)N1 (centres undefined) | -18 | 0.062 | -0.4 | 5 | -2 | 0 | 9 | -1 | 0
Cc1cccc(OCC(=O)N/N=C/c2ccc(N(C)C)cc2)c1 | -17 | · | 0.1 | 3 | -2 | 0 | 8 | -2 | -1
CCN(CC)S(=O)(=O)c1ccc(NN=c2c(=O)c3ccccc3c2=O)cc1 | -6 | 0.81 | 0.1 | -1 | -4 | -1 | 5 | -4 | -2

In the list so far, these have a furan ring, fused or not:
SMILES | Furin inh | Cl transport mod | PERK inhibitor | p97 inhibitor | FXIa inh 1536 | KLK5 inh | FXIIa inh | thrombin 1536 | Wee1 stabilizer
O=C(CSc1ccc(-c2ccco2)nn1)NCc1ccc(F)cc1 | -17 | -1.1 | -0.1 | 6 | -2 | -7 | 7 | -1 | 4
Cc1cccn2c(=O)c(/C=C(\C#N)C(=O)NCc3ccco3)c(N3CCOCC3)nc12 | 2 | -0.15 | 0.6 | 7 | 6 | -4 | 6 | -4 | -2
c1coc(-c2ccnc3ncnn23)c1 | -42 | · | 1.1 | 2 | -4 | -14 | 1 | -8 | 0
CCc1nc(SCC(=O)c2ccc(Cl)s2)c2oc3ccccc3c2n1 | -8[20 µM] | -0.038 | -0.6 | -5 | 3 | -5 | 8 | 3 | -2

Source: PubChem
